# Screening data deposited in PubChem by National Center for Advancing Translational Sciences (NCATS).
# USP2a inh – blocks human ubiquitin-specific protease USP2a; Potency, µM (highest dose often 38.3 µM), inactives show at the highest dose activity change, negative = inhibition, actives largely listed as inhibitors; AID 927; O75604; USP2a enzymatic assay, qHTS inhibition; hit rate 0.1% among 60,000;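 note: potency is the fitted concentration of half-maximal effect; nearly all actives have a fitted effect of over 60% in size; plate controls were DMSO for no effect and NEM full inhibition control for full effect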
#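 USP2 core (20nM final) preincubated 30 min RT with compound, then Ub-PLA2 20nM and NBD C6-HPC 20uM final added; buffer 20mM Tris-HCl pH 8.0, 2mM CaCl2. Fluorescence Ex 460/Em 535 read at 0 and 2.5 h; normalized to NEM.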
# HADH2 inhib – HADH2 (human) dehydrogenase inhibition; Q99714; recombinant HADH2, NADH fluorescence, beta-hydroxybutyryl-CoA; Potency, µM (titrated, usually from 57.1 µM), without a hit: at the highest dose activity change, negative = inhibition, usual class: inhibitors; hit rate 3.4% among 73,000; note: potency is the fitted concentration of half-maximal effect; % is set by controls: 0 for no effect and ±100 for the full control effect; nearly all actives have a fitted effect of over 60% in size; many of its hits are not listed in these tables
# Target sequence (Q99714 whole entry, looked up, one chain of several): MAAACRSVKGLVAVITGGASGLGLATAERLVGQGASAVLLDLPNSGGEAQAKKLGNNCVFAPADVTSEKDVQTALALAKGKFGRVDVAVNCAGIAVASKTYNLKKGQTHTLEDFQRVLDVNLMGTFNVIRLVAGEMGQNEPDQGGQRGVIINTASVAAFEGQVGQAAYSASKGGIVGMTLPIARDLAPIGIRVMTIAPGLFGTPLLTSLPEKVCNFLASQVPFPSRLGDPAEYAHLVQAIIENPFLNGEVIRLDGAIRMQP
#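 Buffer 100 mM Tris-HCl pH 9.0/0.01% Tween-20; HADH2 20 nM; NAD+ 1 mM; beta-hydroxybutyryl-CoA 90 uM (all final). 15 min cpd preincubation, RT.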
# BRCT PPI red – BRCT-phosphoprotein interaction inhibition (red fluorophore); P38398; BRCT-phosphopeptide binding, red fluorescence polarization; Potency, µM (titrated, usually from 76.9 µM), inactives show at the highest dose activity change, negative = inhibition, usual class: inhibitors; hit rate 0.03% among 75,000; note: % is set by controls: 0 for no effect and ±100 for the full control effect
#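 Rhodamine-labelled pBACH1 10-mer (100 nM) bound to BRCT domain (100 nM) at pH 7.3; compounds incubated 12 min room temperature, polarization read. Free peptide defines full inhibition; unlabelled decapeptide titrated as control.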
# HBB splicing – alters splicing of the hemoglobin beta chain; HBB splicing reporter cell assay, activation; EGFP reporter with mutant IVS2-654 intron; response scale: normalised to 500 nM splice-correcting PNA; Potency, µM (titrated, usually from 46.1 µM), without a hit: at the top dose activation, most hits filed as activators; hit rate 0.06% among 65,000; AID 925; note: potency is the fitted concentration of half-maximal effect; 0% is about no effect
#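 HeLa cells stably expressing EGFP interrupted by mutant beta-globin intron 2 (IVS2-654), 500/well in 2% FCS. Treated with compound for 2 days at 37C. Splicing correction scored as total well GFP intensity (488 nm excitation, 500-520 nm emission); 500 nM antisense PNA served as control.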
# CRE Fsk mod – modulators of forskolin-stimulated CRE signaling in CHO cells | CHO CRE-bla reporter (cAMP response element driving beta-lactamase), forskolin EC10, beta-lactamase ratio | Potency, µM (top dose mostly 38.2 µM), without a hit: at the highest dose activity change, negative = inhibition, hits mostly activators | hit rate 2.5% among 71,000; active = well fitted activation curve with a large enough effect in the signal ratio, with a control signal flat, not every such curve was filed as active; inconclusive = small, poorly fitted or top-dose-only effect, or effect the other way, or a change in a side signal; the % refers to the signal ratio; note: potency is the fitted concentration of half-maximal effect; % of control where 0% means no effect
#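 Reporter-gene assay: CHO cells with beta-lactamase behind cAMP responsive elements, co-treated with compound and EC10 NKH 477 for 3 hours at 37 degrees Celsius. Activity came from the 460/530 nm CCF4 emission ratio.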
# Epigenetic mod – derepresses silenced GFP locus in mouse C127i cells. Potency, µM (doses to about 46.1 µM), for the others: top-dose GFP derepression (activation). mouse C127i GFP locus derepression, cytometry, 30 h. AID 597. hit rate 0.09% among 68,000; note: % of control where 0% means no effect
#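 Locus derepression in mouse mammary C127i cells whose integrated CMV-GFP reporter is normally silent; GFP expression after 30 h compound treatment was quantified by counting fluorescent cells.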
# Hsp90 Hop PPI – changes Hsp90-Hop TPR2A binding signal, up or down; AlphaScreen TPR2A-His6 binding biotin-Hsp90 C-terminal peptide; Potency, µM (top dose mostly 57 µM), without a hit: at the top dose activity change, negative = inhibition; hit rate 0.44% among 71,000; active = well fitted curve in either direction with a large enough effect; inconclusive = small, poorly fitted or top-dose-only effect, or another doubt; note: potency is the fitted concentration of half-maximal effect; % is set by controls: 0 for no effect and ±100 for the full control effect; many of its hits are not listed in these tables
# 15-hLO inh – blocks human 15-lipoxygenase activity; hit rate 1.4% among 74,000; Potency, µM (top dose mostly 57.1 µM), for inactives: top-dose activity change, negative = inhibition, hits mostly inhibitors; purified 15hLO-1, xylenol orange hydroperoxide absorbance; note: potency is the fitted concentration of half-maximal effect; % is set by controls: 0 for no effect and ±100 for the full control effect; nearly all actives have a fitted effect of over 55% in size
# Target sequence (P16050 whole entry, looked up): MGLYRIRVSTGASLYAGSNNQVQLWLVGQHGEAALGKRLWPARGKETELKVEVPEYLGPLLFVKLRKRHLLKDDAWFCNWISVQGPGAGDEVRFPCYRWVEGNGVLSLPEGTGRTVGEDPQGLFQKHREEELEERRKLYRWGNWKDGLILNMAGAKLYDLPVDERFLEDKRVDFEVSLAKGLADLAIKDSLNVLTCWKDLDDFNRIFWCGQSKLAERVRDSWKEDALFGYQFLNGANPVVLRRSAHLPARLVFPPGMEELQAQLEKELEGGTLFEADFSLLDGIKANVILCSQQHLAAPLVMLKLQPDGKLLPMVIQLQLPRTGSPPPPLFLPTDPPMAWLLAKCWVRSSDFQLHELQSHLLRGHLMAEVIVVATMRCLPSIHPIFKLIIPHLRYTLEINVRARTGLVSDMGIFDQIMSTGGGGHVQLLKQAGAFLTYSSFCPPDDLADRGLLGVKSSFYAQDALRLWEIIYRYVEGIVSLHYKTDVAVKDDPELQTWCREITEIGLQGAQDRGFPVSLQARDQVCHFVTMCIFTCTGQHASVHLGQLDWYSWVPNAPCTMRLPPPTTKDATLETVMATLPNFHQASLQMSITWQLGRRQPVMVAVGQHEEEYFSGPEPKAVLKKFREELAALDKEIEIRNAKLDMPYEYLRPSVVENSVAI
#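 Purified human 15hLO-1 (40 nM) in 25 mM Hepes pH 7.5, 0.01% Triton X-100, preincubated 15 min RT with compound, then 50 uM arachidonic acid for 6 min. Hydroperoxide read by ferrous/xylenol orange, 30 min; 573/405 nm absorbance ratio gave progress.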
# BRCT inh green – inhibitors of human BRCA1 BRCT-phosphoprotein interaction (green fluorophore). P38398. hit rate 0.05% among 75,000. BRCA1 BRCT-phosphopeptide binding, green fluorescence polarization. Potency, µM (series often up to 76.9 µM), for the others: top-dose activity change, negative = inhibition, hits mostly inhibitors. AID 875;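 note: potency is the fitted concentration of half-maximal effect; plate controls were peptide without protein for full effect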
#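 Fluorescence polarization: His-tagged BRCT (~35 kDa BRCA1 C-terminus, 250 nM) bound to 100 nM fluorescein-labeled phosphorylated 10-aa BACH1 peptide, pH 7.3 phosphate buffer with DTT and Tween 20. Compounds incubated 12 min at room temperature; inhibition read as lowered polarization.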
# Pol III holo inh – DNA polymerase III holoenzyme inhibition | reconstituted DNA polymerase III holoenzyme replication, biochemical | Potency, µM (doses to about 57.1 µM), for inactives: at the top dose activity change, negative = inhibition | hit rate 0.25% among 71,000; note: potency is the fitted concentration of half-maximal effect; % is set by controls: 0 for no effect and ±100 for the full control effect
#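 Reconstituted *E. coli* holoenzyme (0.35 nM Pol III, 1 nM beta, 154 nM SSB, 2 nM primase) was preincubated with compound for 15 min at RT. Synthesis on 1.4 nM ssM13Gori ran 35 min, then was stopped with PicoGreen/EDTA and read as dsDNA fluorescence.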
# Ub-GFP proteasome – inhibits proteasome, raising ubiquitin-GFP reporter fluorescence | Ubiquitin-GFP reporter cells, proteasome inhibition, GFP fluorescence; response scale: untreated = 0%, 10 µM MG-132 = 100% | Potency, µM (series often up to 45.9 µM), inactives show at the highest dose activation (GFP accumulation), hits mostly activators | 67,000 tested, under 10 active; active = well fitted activation curve with a large enough effect, not every such curve was filed as active; inconclusive = small, poorly fitted or top-dose-only effect, or another doubt; inactive = no such curve, though single readings can be large or run the other way; note: potency is the fitted concentration of half-maximal effect
#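 U2OS Ub(G76V)-GFP reporter; O/N plating, 0.5% FBS; cpd 46 uM–2.9 nM, 4 h, 37 °C; GFP+ cell count, 488/515 nm; norm. to basal vs 10 uM MG-132; CRC fit.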
# * marks the source's active call; other numbers are inactive results; u = inconclusive; x = not tested or not shown; [ ] = another dose, or the depositor's remark. Unless noted, calls come from the whole dose curve; as a rule, active = well fitted curve in the direction sought with a large enough effect; inconclusive = small, poorly fitted or top-dose-only effect, or another doubt; inactive = no such curve, though single readings can be large; an effect the other way counts as inactive or inconclusive. A portion of the library; count on the stated rates, not on these rows.
SMILES,USP2a inh,HADH2 inhib,BRCT PPI red,HBB splicing,CRE Fsk mod,Epigenetic mod,Hsp90 Hop PPI,15-hLO inh,BRCT inh green,Pol III holo inh,Ub-GFP proteasome
O=C(Nc1ccc2c(c1)OCCO2)C1CCC1,-9.5%,9.3%,-0.3%,0.0%,-3.7%,2.1%,-1.5%,5.3%,0.5%,-7.9%,-3.8%
NCc1ccccc1CC(=O)N[C@@H]1C(=O)N2C(C(=O)O)=C(CSc3nnnn3CC(=O)O)CS[C@@H]12,-10.5%[17.1 µM],u,0.6%[34.4 µM],-2.4%[20.6 µM],0.1%[17.1 µM],1.0%[20.6 µM],-2.4%[26 µM],6.5%[25.6 µM],-0.1%[34.4 µM],-4.5%[25.6 µM],-2.1%[20.5 µM]
CC(C)Oc1ccc(C(=O)N2CCCC2C(=O)O)cc1 (configuration not stated),-0.8%,10.7%,1.1%,x,-1.2%,0.0%,0.0%,-1.0%,-2.2%,3.8%,7.8%
Cc1cc2c(c(N)n1)c(=O)oc1ccccc12,2.1%,-15.9%,0.6%,1.3%,2.51µM*,2.5%,-3.9%,4.8%,-1.4%,1.2%,3.3%
CC(C)(NO)/C(=N/O)c1ccc(Br)cc1,1.5%,-0.9%,0.4%,0.3%,1.3%,2.5%,-1.5%,-5.4%,0.5%,-3.1%,0.3%
CCCc1cc(=O)n2[nH]c(NCc3cccs3)nc2n1,3.8%,0.5%,-1.0%,-1.4%[0.369 µM],6.0%,-4.2%,3.7%,11.5%,0.2%,-1.2%,x
O=C1Nc2ccccc2C1(O)Cc1ccncc1 (configuration not stated),3.0%,-19.3%,1.8%,3.2%,2.2%,2.0%,-3.1%,-4.1%,-4.3%,-3.1%,-4.2%
Cc1ccc2nc(SCc3nnc(-c4cccs4)o3)[nH]c2c1,12.4%,-21.8%,0.3%,0.3%[57.5 µM],u,6.6%,-17.3%,-7.8%,0.2%,-5.9%,-2.2%
CCOC(=O)c1c(NC(=O)Cn2nnc3ccccc32)sc2c1CCC(C)C2 (configuration not stated),-23.1%,3.6%,-3.1%,x,u,-1.7%,2.6%,-10.4%,-1.2%,-2.5%,-2.8%
CSc1snc(SCC(N)=O)c1C#N,-2.2%,-1.9%,-0.9%,5.5%[0.369 µM],1.8%,8.1%,0.7%,-4.2%,-2.5%,3.2%,-5.2%
CC#CCOC(=O)C1=CCCN(C)C1,x,-1.9%,-4.4%,x,-16.5%,-0.4%,3.6%,-9.6%[25.6 µM],-6.8%,-1.7%,1.3%
CCc1ccc2[nH]c(=O)c(CN(Cc3ccccc3)Cc3nnnn3Cc3ccco3)cc2c1,27.6%,-2.1%,-0.9%,-1.2%,u,-1.0%,-5.3%,-19.2%,6.7%,0.5%,-2.3%
COC(=O)[C@H]1C[C@@H]1[C@H](NS(=O)(=O)c1ccccc1)c1ccccc1,x,-1.3%,1.5%,0.7%,1.5%,x,-0.1%,x,-2.1%,-13.6%,x
CC(=O)c1cc(Cl)ccc1OC(=O)c1ccco1,-8.0%,10.4%,0.1%,-1.6%[9.22 µM],-6.3%,10.8%,-0.1%,-13.9%,0.5%,1.1%,-15.0%
COc1cccc(-c2cc(NCc3ccccc3OC)ncn2)c1,25.7%,-5.3%,0.5%,1.1%,u,2.9%[9.22 µM],2.0%,3.6%,0.0%,-1.9%,9.8%
O=C(Cn1c(=O)oc2ccccc21)N1CCCCC1,-0.3%,9.9%,-0.8%,x,-1.5%,-0.7%,-2.2%,6.6%,-3.0%,0.7%,-4.8%
COc1cccc(OCC(O)CN2CCN(CCO)CC2)c1 (configuration not stated),-13.9%,-9.0%,-1.7%,-0.6%,1.7%,2.4%,1.5%,-4.3%,-2.6%,-4.9%,3.1%
O=C(OCc1ccco1)c1ccc(S(=O)(=O)N2CCCCC2)cc1,21.4%,-12.3%,-1.5%,-0.2%,0.9%,2.1%,7.2%,-13.6%,-0.3%,-2.3%,3.8%
O=C(CNC(=O)c1cccs1)NC1=NCCS1,0.0%,1.5%,-1.5%,0.9%,-0.9%,0.0%,-2.1%,5.1%,-2.8%,1.7%,5.9%
O=c1[nH]n(-c2cccc3cccnc23)c(=O)c2ccccc12,-0.3%,-6.6%,-0.5%,-0.4%,u,-2.4%,-4.3%,-0.3%,-0.3%,-4.2%,4.3%
CCOc1ccc(-c2nnn(CC(=O)Nc3cc(OC)ccc3OC)n2)cc1OCC,x,15.4%,0.9%,-0.1%[57.5 µM],3.16µM*,7.9%,-0.3%,9.8%,-1.9%,-1.4%,-2.0%
CCN(c1cccc(C)c1)S(=O)(=O)c1ccc2c(c1)CCN2C(C)=O,12.2%,11.2%,-0.3%,1.0%,u,0.1%,3.1%,2.6%,0.7%,-0.2%,-4.1%
CCCCCn1c(SCCc2ccccc2)nc2c1c(=O)[nH]c(=O)n2C,-8.3%,0.2%,-0.6%,-2.7%,11.7%,-2.1%,-4.7%,-9.7%,-1.1%,-3.5%,1.8%
Cn1c(CNc2nc(-c3ccccc3)cs2)nnc1SCC(=O)c1ccccc1,21.1%,-10.4%,-1.4%,0.3%,-11.1%,-1.3%,-16.3%,-3.8%,-1.4%,-4.9%,-5.0%
COc1ccc(S(=O)(=O)N2CCn3c2nc2ccccc23)cc1,-5.2%,-2.4%,-1.4%,8.2%,16.0%,0.0%,-4.5%,6.2%,-1.6%,-3.1%,-4.4%
Cc1cc2c(c(=O)n1Cc1cccnc1)C(Cc1ccccc1)C(C#N)=C(N)O2 (configuration not stated),1.1%,25.1µM*,-0.6%,-1.6%,u,-2.6%,-6.0%,5.6%,-0.4%,-1.8%,-9.5%
O=C(OCC#CCSc1nnc(-c2ccc(Br)cc2)o1)c1ccco1,-8.4%,-6.6%,1.8%,5.9%,u,-2.2%,20.1%,3.16µM*,0.5%,5.7%,11.4%
Cc1cccc(OCC(=O)N(Cc2cccs2)C2CCS(=O)(=O)C2)c1 (configuration not stated),11.1%,5.3%,1.2%,0.4%[57.5 µM],-4.3%,0.0%,-0.3%,-2.0%,0.3%,-7.6%,-7.8%
COC(=O)c1ccccc1NC(=O)CSc1ccccc1,-1.0%[7.66 µM],4.6%[11.4 µM],0.5%,-0.2%[0.0738 µM],u,0.4%,3.6%[11 µM],-2.8%[11.4 µM],1.6%,4.6%[11.4 µM],7.4%[9.17 µM]
CC(C)C[C@H](NC(=O)NCCc1ccc(Cl)cc1)C(=O)O,4.6%,0.4%,-0.3%,4.2%[57.5 µM],-7.0%,-2.2%,-2.6%,6.6%,0.7%,0.4%,-2.6%
Cc1cccc(C)c1OCC(O)CN (configuration not stated),-7.8%,-6.6%,-1.0%,-1.2%,-13.2%,-3.5%,-1.9%,7.7%,1.2%,2.8%,0.8%
CC(C)(C)n1ncc2c(=O)n(CC(=O)NCc3ccco3)cnc21,-6.0%,-2.7%,0.3%,4.7%,u,2.4%,-0.6%,5.5%,0.8%,-4.2%,-2.7%
CCS(=O)(=O)c1nnnn1-c1ccccc1S(C)(=O)=O,-4.0%,-10.4%,0.3%,4.5%,u,2.7%,-10.7%,8.5%,-4.2%,-2.4%,-10.8%
COc1ccc(N2CCN(c3nc4ccccc4n3CC(=O)c3ccccc3)CC2)cc1,25.6%,3.7%,0.6%,-3.0%,u,-0.1%,-10.2%,-7.6%,-7.0%,-2.6%,-1.7%
CCC/C=C(\CCC)C(NC(=O)OCC(C)C)c1ccccc1 (configuration not stated),x,6.9%,0.2%,5.1%,-2.6%,x,-6.6%,x,-1.8%,-3.0%,x
O=C(O)CNC(=O)C1COc2ccccc2O1 (configuration not stated),-2.2%,-4.1%,0.7%,-0.7%,4.6%,0.0%,-2.8%,8.1%,-1.9%,1.4%,11.4%
